Screens (PubChem BioAssay)
TR SRC2 fluor cs = Texas Red fluorescence interference in TRb-SRC2 counter-screen; TRb/SRC2 Texas Red total fluorescence interference; Potency, µM (series often up to 106 µM), for inactives: top-dose fluorescence change, negative = quenching; 0.29% of 280,000 active; AID 1479; active = well fitted curve in either direction with a large enough effect; inconclusive = small, poorly fitted or top-dose-only effect
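Flags fluorescent or light-absorbing compounds by total fluorescence, S + 2P, at 555 nm excitation and 632 nm emission. Mixture: 20 nM Texas Red SRC2 peptide, 0.6 uM human TRb LBD, 1 uM T3, 5% DMSO; compound exposure 5 h at ambient temperature.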
Tau FP inhib = inhibitors of human tau fibril formation; K18 P301L tau heparin fibrillization, Alexa594 FP, 6 h; Potency, µM (series often up to 57.7 µM), for the others: at the top dose activity, negative = inhibition, hits mostly inhibitors; 0.39% of 280,000 active; AID 1468; note: nearly all actives have a fitted effect of over 55% in size
Target sequence (P10636 561-689 P618L limits assumed): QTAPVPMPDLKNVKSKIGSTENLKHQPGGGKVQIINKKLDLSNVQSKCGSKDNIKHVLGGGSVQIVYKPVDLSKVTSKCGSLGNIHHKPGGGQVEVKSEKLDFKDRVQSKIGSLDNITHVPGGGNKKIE
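Human tau K18 […] P301L fragment, 15 uM unlabeled plus 0.24 uM Alexa 594-labeled tau (final), with compound and 20 uM heparin in 100 mM sodium acetate pH 7; 6 hr at 37 C, then Alexa 594 FP read.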
L3MBTL1 inh = L3MBTL1 (human) inhibition; AlphaScreen L3MBTL1–H3K9me1 peptide binding; Q9Y468; Potency, µM (titrated, usually from 57.1 µM), for the others: at the highest dose activity, negative = inhibition, hits mostly inhibitors; AID 485360; 0.66% of 230,000 active; note: nearly all actives have a fitted effect of over 60% in size
Target sequence (Q9Y468 whole entry, looked up): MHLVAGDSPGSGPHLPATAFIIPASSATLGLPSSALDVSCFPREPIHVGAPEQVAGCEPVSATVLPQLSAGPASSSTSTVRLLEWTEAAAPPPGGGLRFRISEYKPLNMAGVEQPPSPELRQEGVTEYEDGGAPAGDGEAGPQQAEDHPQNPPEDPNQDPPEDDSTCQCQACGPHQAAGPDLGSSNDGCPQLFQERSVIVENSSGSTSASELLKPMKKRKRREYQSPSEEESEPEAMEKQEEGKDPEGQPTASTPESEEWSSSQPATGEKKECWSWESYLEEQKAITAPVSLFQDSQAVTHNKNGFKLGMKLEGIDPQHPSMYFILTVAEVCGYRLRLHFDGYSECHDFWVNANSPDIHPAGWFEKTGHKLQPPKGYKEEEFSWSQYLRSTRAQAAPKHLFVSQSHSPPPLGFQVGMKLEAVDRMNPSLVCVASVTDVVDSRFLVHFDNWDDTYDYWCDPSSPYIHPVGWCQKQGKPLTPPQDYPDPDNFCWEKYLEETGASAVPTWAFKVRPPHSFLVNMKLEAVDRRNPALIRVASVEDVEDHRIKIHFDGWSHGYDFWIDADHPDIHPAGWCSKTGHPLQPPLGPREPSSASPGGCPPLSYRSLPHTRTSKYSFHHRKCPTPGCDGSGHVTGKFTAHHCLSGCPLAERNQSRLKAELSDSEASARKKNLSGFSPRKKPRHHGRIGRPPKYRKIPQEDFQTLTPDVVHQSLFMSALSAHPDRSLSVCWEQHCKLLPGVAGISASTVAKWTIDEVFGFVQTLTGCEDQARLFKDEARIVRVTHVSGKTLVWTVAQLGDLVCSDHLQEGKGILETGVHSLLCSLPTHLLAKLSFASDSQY
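AlphaScreen assay: L3MBTL1 (50 nM final) was preincubated 30 min at room temperature with biotinylated H3(1-15)K9me1 peptide (75 nM final), then 30 min with library compounds; streptavidin donor and nickel chelate acceptor beads (10 ug/mL final) added, 30 min dark.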
GLA spleen mod = inhibits or activates alpha-galactosidase in human spleen homogenate | 0.008% of 240,000 active | human spleen homogenate, 4MU-alpha-Gal fluorescence, 40 min | Potency, µM (series often up to 80 µM), for the others: top-dose activity change, negative = inhibition, usual class: inhibitors;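 note: 0% = enzyme with vehicle and -100% = no enzyme basal signal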
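Inhibition or activation of alpha-galactosidase in human spleen homogenate is scored by 4-MU fluorescence after 40 min at 37C, pH 5.0, with 1 mM substrate. AC50s come from concentration-response fitted to the Hill equation.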
TRb-SRC2 inh = TRbeta-SRC2 interaction inhibition; P10828; TRbeta-SRC2 peptide binding, fluorescence polarization; receptor liganded with 1 µM T3; Potency, µM (doses to about 106 µM), inactives show at the highest dose activity change, negative = inhibition, usual class: inhibitors; 0.065% of 280,000 active; AID 1469;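 note: plate controls were bound peptide for no effect and peptide without receptor for full effect; nearly all actives have a fitted effect of over 50% in size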
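Fluorescence polarization of 20 nM Texas Red SRC2 peptide (20-aa NR interaction domain) bound to 0.6 uM human TRb ligand-binding domain, with 1 uM T3, after 5 hr at ambient temperature; inhibition seen as decreased polarization.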
Tau fibril ThT = tau fibrillization inhibition (ThT binding); P10636; recombinant tau K18 P301L, heparin-induced fibrillization, ThT fluorescence; Potency, µM (doses to about 57.4 µM), without a hit: at the top dose activity, negative = inhibition, actives largely listed as inhibitors; 2.1% of 270,000 active; AID 1460; note: nearly all actives have a fitted effect of over 55% in size
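Tau K18 P301L fragment (15 uM unlabeled plus 0.24 uM Alexa 594-labeled) in 100 mM sodium acetate pH 7 with compound, fibrillization induced by 20 uM heparin for 6 hr at 37 C. Thioflavin T (30 uM) added, fluorescence read after 1 hr (ex 450, em 510 nm).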
Tau fluor cs = counter-screen for tau fibril formation inhibitors; tau K18 P301L Alexa594 fluorescence, heparin fibrillization; Potency, µM (highest dose often 57.7 µM), for the others: top-dose activity change, negative = decrease; 0.93% of 280,000 active; note: nearly all actives have a fitted effect of over 55% in size
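Human tau K18 P301L (15 uM unlabeled, 0.24 uM Alexa 594-labeled) in 100 mM sodium acetate pH 7 with 20 uM heparin, 6 hr at 37 C. ThT 30 uM added, 1 hr ambient; Alexa 594 FP and total fluorescence read at 555/632 nm.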
ALDH1A1 inh = ALDH1A1 (human) enzyme inhibition; P00352; Purified ALDH1A1, NADH fluorescence, propionaldehyde substrate; Potency, µM (titrated, usually from 75.3 µM), without a hit: top-dose activity, negative = inhibition, most hits filed as inhibitors; 7.3% of 220,000 active; active = well fitted inhibition curve with a large enough effect, not every such curve was filed as active; inconclusive = small, poorly fitted or top-dose-only effect, or another doubt; inactive = no such curve, though single readings can be large or run the other way;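 note: plate controls were no enzyme wells and a reference inhibitor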
Active calls of the source: *; ? = inconclusive; nt = no result given; & = joins results of further samples; [ ] = dose if it differs, or a comment. Unless noted, calls come from the whole dose curve; as a rule, active = well fitted curve in the direction sought with a large enough effect; inconclusive = small, poorly fitted or top-dose-only effect, or another doubt; inactive = no such curve, though single readings can be large; an effect the other way counts as inactive or inconclusive. Unless noted, % is set by controls: 0 for no effect and ±100 for the full control effect; potency is the fitted concentration of half-maximal effect.

Results follow in this order: TR SRC2 fluor cs	Tau FP inhib	L3MBTL1 inh	GLA spleen mod	TRb-SRC2 inh	Tau fibril ThT	Tau fluor cs	ALDH1A1 inh
> CCOC(=O)C1CCN(C(=O)CC2C(=O)N(Cc3ccccc3)C(C)c3nc4ccccc4n32)CC1 (stereo unspecified)
    -0.5%	-0.2%	2.5%	-15.9%	1.1%	-3.3%	1.0%	6.1%
> CC(C)C[C@@H](CC(=O)N[C@@H](CCC(=O)O)CC(=O)O)NC(=O)[C@@H]1CNCC[C@H]1NC(=O)C[C@H](CCCN)NC(=O)C[C@H](Cc1ccccc1)NC(=O)[C@@H]1CCCC[C@H]1N
    -3.1%	1.1%	nt	-10.0%	5.7%	-1.7%	2.1%	5.0%
> CCCOc1ccc(CCc2n[nH]c(=S)n2Cc2ccccc2)cc1
    -1.0%	-9.6%	-4.4%	1.5%	2.1%	?	-27.7%	?
> CC(C)c1ccc(Nc2c(-c3ccsc3)nc3ccc(Cl)cn23)cc1
    -2.0%	3.8%	nt	nt	9.8%	-0.6%	-7.3%	nt
> COc1ccc(-c2cc3nc4n(c(=O)c3s2)CCC4)cc1
    -2.0%	-2.0%	-6.7%	-1.9%	-9.1%	?	-1.7%	?
> CC(CS(=O)(=O)c1cccc2cccnc12)N1CCCCC1 (stereo unspecified)
    5.0%	7.4%	-10.5%	-7.6%	-3.1%	?	-0.7%	20µM*
> Oc1ccc(/C=N/n2cc(-c3ccccc3)[nH]c2=S)cc1
    -7.7%	2.6%	-28.6%	-3.1%	2.9%	10µM*	?	?
> CCOc1ccccc1NS(=O)(=O)c1cnc(N)nc1
    -3.6%	7.5%	nt	nt	-1.8%	3.6%	-1.1%	nt
> Cc1ccc(-c2cc(C(=O)N3CCOCC3)c3ccccc3n2)cc1
    4.1%	-3.9%	2.7%	1.1%	-2.3%	-17.1%	-10.4%	?
> CCn1c(NCc2ccco2)nc2ccccc21
    -4.1%	-2.7%	nt	-2.3%	3.7%	-6.0%	-6.0%	0.3%
> CCOC(=O)C(CC)n1nc(C)n2c(cc3occc32)c1=O (stereo unspecified)
    4.0%&-6.4%	1.4%&10.5%	nt	2.3%	-2.9%&-9.2%	7.1%&-19.2%	4.3%&-6.1%	-12.4%
> CC(C)=CC(=O)OCC(=O)NC(=O)NC(C)(C)C
    -1.3%	-5.3%	6.1%	-2.6%	-5.2%	-3.7%	-2.1%	3.4%
> Cc1ccc(NC(=O)Cn2nc(-c3ccncc3)ccc2=O)cc1Cl
    ?	-14.6%	nt	nt	-15.1%	9.6%	-9.3%	nt
> O=C1OC(c2cccc([N+](=O)[O-])c2)C2(CCCC2)C(=O)C12CCCCC2 (stereo unspecified)
    0.5%	4.7%	-23.0%	0.9%	-8.8%	13.1%	13.9%	-5.1%
> CCC1CN(C(=O)Nc2cccc3c2CCCC3)c2ccccc2O1 (stereo unspecified)
    2.0%	6.3%	nt	nt	0.8%	3.0%	?	nt

(further entries)
Results follow in this order: TR SRC2 fluor cs	Tau FP inhib	L3MBTL1 inh	GLA spleen mod	TRb-SRC2 inh	Tau fibril ThT	Tau fluor cs	ALDH1A1 inh
> COc1cc(C(=O)N2CCC(c3nc4ccccc4o3)CC2)cc(OC)c1OC
    0.9%	5.7%	nt	nt	-0.5%	-7.0%	-1.2%	nt
> CCCC(=O)Nc1ccc(-c2csc(NNC(C)=O)n2)cc1
    -4.5%	-18.4%	nt	2.9%	4.7%	nt	?	nt
> CC(C)C(C(=O)Nc1ccc2c(c1)OCCO2)N1C(=O)c2ccccc2C1=O (stereo unspecified)
    -0.2%	-4.9%	-0.3%	9.1%	-8.0%	-5.4%	-2.3%	2.9%
> Cc1[nH]c2ccccc2c1SCCNC(=O)c1ccccc1F
    -0.9%	7.6%	nt	nt	-7.3%	?	25.1µM*[quencher]	nt
> CCCSc1nc(N2CCOCC2)c2c(c1C#N)CC(C)(C)SC2
    -1.2%	8.1%	nt	-1.0%	3.9%	-13.6%	-17.6%	?
> CC(c1ccccc1)N1C(=O)CC(Sc2ncccc2C(=O)O)C1=O (stereo unspecified)
    -3.7%	-3.8%	4.5%	6.4%	-3.1%	-16.7%	-0.3%	-7.2%
> O=C(CSCc1ccccc1)Nc1ccc(Cl)cn1
    -10.0%	-2.4%	nt	-3.0%	-6.8%	-3.4%	-10.5%	?
> COc1ccc(OCc2nnc(SCC(=O)N3CCCc4ccccc43)n2-c2ccc(C)cc2)cc1
    -3.2%	2.7%	nt	8.3%	2.1%	?	-17.4%	?
> CC(C)Cc1nnc(NS(=O)(=O)c2ccc(Cl)cc2)s1
    -1.6%	5.3%	8.3%	-1.7%	3.3%	-7.4%	-6.3%	?
> OC(CN1CCOCC1)C12CC3CC(CC(C3)C1)C2 (stereo unspecified)
    -0.3%	6.7%	nt	-3.3%	5.0%	4.7%	2.1%	4.2%
> COC(=O)c1ccccc1NC(=O)CCCN1C(=O)C(c2ccccc2)Oc2cccnc21 (stereo unspecified)
    -3.7%	0.3%	nt	nt	0.1%	-15.3%	-22.8%	nt
> Cc1ccc(N=C(N)N=C(N)N)cc1
    -1.0%	1.5%	nt	0.0%	1.4%	nt	-1.1%	nt
> N#CC1=C(N)NC(SCC(=O)Nc2ccc(Br)cc2)=C(C#N)C12CCCCC2
    -2.1%	1.2%	nt	2.6%	4.3%	-6.2%	-6.5%	28.2µM*
> O=C(C1CCCN(S(=O)(=O)c2ccc(F)cc2)C1)N(Cc1cccs1)C1CC1 (stereo unspecified)
    3.3%	-2.1%	-1.1%	-8.2%	-1.0%	-10.2%	-11.2%	17.8µM*
> COc1ccc(/C(N)=N/OC(=O)c2ccc(OC)c([N+](=O)[O-])c2)cc1OC
    -2.0%	-8.9%	5.9%	0.2%	-2.8%	?	-11.2%	?

Quoted from above (two entries):
Results follow in this order: TR SRC2 fluor cs	Tau FP inhib	L3MBTL1 inh	GLA spleen mod	TRb-SRC2 inh	Tau fibril ThT	Tau fluor cs	ALDH1A1 inh
> O=C(C1CCCN(S(=O)(=O)c2ccc(F)cc2)C1)N(Cc1cccs1)C1CC1 (stereo unspecified)
    3.3%	-2.1%	-1.1%	-8.2%	-1.0%	-10.2%	-11.2%	17.8µM*
> COc1ccc(/C(N)=N/OC(=O)c2ccc(OC)c([N+](=O)[O-])c2)cc1OC
    -2.0%	-8.9%	5.9%	0.2%	-2.8%	?	-11.2%	?

Later entries
Results follow in this order: TR SRC2 fluor cs	Tau FP inhib	L3MBTL1 inh	GLA spleen mod	TRb-SRC2 inh	Tau fibril ThT	Tau fluor cs	ALDH1A1 inh
> Cc1ccc(S(=O)(=O)NCCC2(C(C)C)CCOC(C)(C)C2)cc1 (stereo unspecified)
    -3.3%	1.0%	nt	-7.9%	-16.4%	-10.7%	-11.7%	-9.0%
> CCN1CCN(CCOc2ccc(Br)cc2C)CC1
    -0.2%	-2.4%	-7.4%	-5.9%	4.3%	-2.7%	-2.5%	-3.8%
> CCOc1ccccc1NC(=O)COC(=O)/C=C/c1ccc(OC)c(OC)c1
    0.9%	-9.9%	nt	4.2%	10.2%	?	-13.3%	?
> Cn1cnc([N+](=O)[O-])c1C(=O)Nc1cccc([N+](=O)[O-])c1
    -3.7%	0.3%	nt	4.9%	5.7%	-7.3%	-6.7%	-15.2%
> CC(=O)Nc1ccc(S(=O)(=O)Oc2ccc(/C=N/N=C3/NC(=O)C(CC(=O)O)S3)cc2)cc1 (stereo unspecified)
    -2.7%	-13.4%	0.3%	-5.7%	2.1%	?	-13.0%	1.8%
> O=C(O)c1nsc(Cl)c1Cl
    -0.5%	-2.2%	-1.2%	-8.8%	-9.3%	-7.8%	4.0%	-2.4%
> COc1ccc(/C=C(\C#N)C(=O)NCC(c2ccc(F)cc2)N2CCOCC2)cc1 (stereo unspecified)
    -2.8%	3.8%	nt	3.0%	-1.7%	-3.5%	-10.2%	nt
> COC(=O)c1cc(OC)c(OC)cc1NC(=O)CSc1nnnn1Cc1ccccc1
    -0.3%	0.9%	nt	-1.6%	-18.8%	-12.6%	-14.5%	12.6µM*
> O=C(CSCc1ccc(Cl)cc1)Nc1ccccc1O
    -0.1%	10.0%	-6.6%	9.8%	-5.6%	-5.8%	-12.5%	-2.1%
> O=c1ccn(CCCBr)c(=O)[nH]1
    -1.5%	0.0%	3.6%	2.9%	6.4%	-6.0%	-5.7%	nt
> COc1cc(CO)cc(Br)c1OCC(=O)Nc1cccc2ccccc12
    3.8%	3.3%	3.1%	-6.9%	-0.5%	-10.7%	-17.2%	-1.1%
> O=C(Nc1ccc(S(=O)(=O)Nc2nccs2)cc1)c1cc(-c2ccccc2Cl)nc2ccccc12
    -0.4%	-8.7%	-18.3%	2.7%	0.5%	-11.6%	?	?
> COc1cccc2cc(C(=O)N3CCN(c4ccccc4F)CC3)c(=O)oc12
    -1.4%	-0.9%	nt	-1.4%	7.9%	-8.0%	-9.9%	?
> COc1cc(CNC(=O)c2cnc(SC)nc2-c2ccccc2)cc(OC)c1OC
    -9.4%	-7.0%	nt	nt	8.8%	3.5%	2.7%	nt
> COc1cc(C(=O)Nc2cccc(-c3nc4ncccc4o3)c2C)cc(OC)c1OC
    1.9%	4.7%	0.0%	2.8%	-12.2%	6.1%	-1.3%	0.8%
> S=C(Nc1ccccc1)Nc1ccc(OCc2ccc(Cl)cc2Cl)cc1
    -3.5%	-1.3%	-13.7%	7.9%	6.0%	?	14.1µM*[quencher]	?
> COc1ccc(/C(C)=N/NC(=S)NCCc2ccccc2)cc1
    -7.4%	9.3%	-23.4%	-5.1%	-7.4%	-13.3%	-27.6%	2.8%
> O=c1oc2ccc3ccccc3c2cc1-c1nnc(-c2ccccc2)o1
    -1.8%	-4.5%	-3.6%	12.2%	6.9%	?	-19.4%	?

An excerpt from above in order of number of heavy atoms, low to high:
Results follow in this order: TR SRC2 fluor cs	Tau FP inhib	L3MBTL1 inh	GLA spleen mod	TRb-SRC2 inh	Tau fibril ThT	Tau fluor cs	ALDH1A1 inh
> COc1ccc(/C(C)=N/NC(=S)NCCc2ccccc2)cc1
    -7.4%	9.3%	-23.4%	-5.1%	-7.4%	-13.3%	-27.6%	2.8%
> Cc1ccc(S(=O)(=O)NCCC2(C(C)C)CCOC(C)(C)C2)cc1 (stereo unspecified)
    -3.3%	1.0%	nt	-7.9%	-16.4%	-10.7%	-11.7%	-9.0%
> S=C(Nc1ccccc1)Nc1ccc(OCc2ccc(Cl)cc2Cl)cc1
    -3.5%	-1.3%	-13.7%	7.9%	6.0%	?	14.1µM*[quencher]	?
